Compound activity from PubChem BioAssay.
D2 antag: antagonists of human D2 dopamine receptor; inhibition, % at 10 µM; P14416; 2% of 340,000 active; HEK293 TREx D2 cells, calcium flux, dopamine EC80; in the data active = inhibition above about 30%; also: 0% is about no effect
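Tetracycline-induced HEK293 T-REx cells expressing D2 force-coupled to calcium signalling were dye-loaded, exposed to compound for 180 s, then challenged with an EC80 of dopamine; calcium flux was followed kinetically for a further 180 s.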
TRHR ag: activates the human TRH receptor. TRHR cells, calcium flux fluo-8, FDSS agonist mode. activation, % at 2 µM. 0.18% of 360,000 active. P34981. AID 493084; in the data active = activation above about 30%; also: 0% is about no effect
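TRHR-expressing cells loaded with fluo-8 calcium dye; 23 nL library compound pin-transferred, kinetic FDSS fluorescence (Ex 480/Em 530) recorded about 180 s for agonist-induced calcium release, before a 10 nM TRH EC20 addition for potentiator mode.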
D2 agonist: D2 dopamine receptor (human) agonism | HEK293 T-REx D2 cells, calcium flux agonist mode | activation, % at 2 µM | 0.53% of 340,000 active;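 active = activation over 3 SD above normal in the single-dose calcium agonist read, cut at about 30% in these data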; also: 0% is about no effect
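Tetracycline-induced HEK293 T-REx cells with force-coupled D2 receptor, plated overnight at 30 C, loaded with no-wash calcium dye. After a 10 s baseline, compound was pin-added and calcium flux read kinetically for 180 s; calcium rises flagged agonists.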
TrxR1 substrate: substrates of rat thioredoxin reductase 1 | O89049 | Potency, µM (series often up to 114 µM), inactives show at the top dose activity change, negative = substrate turnover | purified TrxR1 substrate turnover, NADPH consumption readout | AID 588456 | 0.01% of 390,000 active; also: potency is read from the fitted curve at half-maximal effect; % is scaled to controls: 0 for no effect and ±100 for the full control effect; nearly all actives have a fitted effect of over 50% in size
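Rat TrxR1, dispensed at 90 nM, was prereduced with 400 uM NADPH (final) for 5 min at ~22 deg C, then incubated with compound 15 min before 400 uM selenite. A first-read NADPH fluorescence drop versus no-compound background flagged substrates.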
USP1 inh: inhibitors of human USP1/UAF1 deubiquitinase; O94782; recombinant USP1/UAF1, Ub-Rhodamine cleavage fluorescence; Potency, µM (series often up to 57.1 µM), for the others: at the top dose activity change, negative = inhibition, most hits filed as inhibitors; 0.23% of 390,000 active; also: potency is read from the fitted curve at half-maximal effect; % is scaled to controls: 0 for no effect and ±100 for the full control effect; nearly all actives have a fitted effect of over 60% in size; inactives centre near -12
Target sequence (O94782 whole entry, looked up): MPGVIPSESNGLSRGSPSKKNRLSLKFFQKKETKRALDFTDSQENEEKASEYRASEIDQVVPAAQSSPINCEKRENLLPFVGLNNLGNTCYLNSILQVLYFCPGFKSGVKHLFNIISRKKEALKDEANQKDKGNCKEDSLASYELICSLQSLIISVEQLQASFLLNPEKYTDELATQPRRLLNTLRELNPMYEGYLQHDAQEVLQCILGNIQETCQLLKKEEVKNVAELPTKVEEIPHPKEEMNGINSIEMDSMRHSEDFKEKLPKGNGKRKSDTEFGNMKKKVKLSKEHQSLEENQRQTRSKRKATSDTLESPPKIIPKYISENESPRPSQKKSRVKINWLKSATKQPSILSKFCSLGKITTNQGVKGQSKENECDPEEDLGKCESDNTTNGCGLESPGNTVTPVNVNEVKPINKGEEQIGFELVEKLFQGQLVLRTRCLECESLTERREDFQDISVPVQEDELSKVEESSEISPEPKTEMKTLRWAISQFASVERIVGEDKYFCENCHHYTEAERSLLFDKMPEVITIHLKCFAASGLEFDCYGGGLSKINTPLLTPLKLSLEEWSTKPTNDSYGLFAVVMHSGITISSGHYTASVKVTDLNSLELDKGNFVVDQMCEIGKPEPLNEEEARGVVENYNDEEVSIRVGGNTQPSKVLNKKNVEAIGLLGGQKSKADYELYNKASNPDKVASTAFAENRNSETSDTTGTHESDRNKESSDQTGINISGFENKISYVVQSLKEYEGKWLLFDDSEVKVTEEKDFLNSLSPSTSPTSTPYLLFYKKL
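USP1/UAF1 complex (1 nM) preincubated 15 min at room temperature with compound, then Ub-Rho substrate (150 nM final) added. Kinetic fluorescence at 480/540 nm over 6 reads at 60 s intervals; 50 mM HEPES pH 7.8, 0.5 mM EDTA, 0.1 mg/ml BSA, 1 mM TCEP, 0.01% Tween-20.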
rTrxR1 inhibitor: blocks rat thioredoxin reductase 1 | O89049 | recombinant rTrxR1, NADPH fluorescence consumption, selenite substrate | Potency, µM (doses to about 114 µM), for inactives: top-dose activity change, negative = inhibition, actives largely listed as inhibitors | 1% of 390,000 active | AID 588453; also: potency is read from the fitted curve at half-maximal effect; % is scaled to controls: 0 for no effect and ±100 for the full control effect; nearly all actives have a fitted effect of over 65% in size
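Rat TrxR1 (90 nM in the dispensed reagent) was pre-reduced with 400 uM NADPH for 5 min at room temperature, then incubated with compound for 15 min. After 400 uM selenite was added, NADPH fluorescence (Ex 340/Em 450 nm) was followed for 8 min.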
TRHR PAM: allosteric enhancers of human TRH receptor | P34981 | enhancement, % at 2 µM | AID 493056 | 0.66% of 360,000 active | TRHR cells, fluo-8 calcium fluorescence, EC20 TRH enhancement; in the data active = enhancement above about 30%; also: 0% is about no effect
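TRHR-expressing cells loaded with fluo-8 calcium dye were read kinetically (ex 480/em 530) during compound addition, then stimulated with an EC20 of TRH (10 nM final). Enhancement of the Gq-mediated intracellular calcium response was scored.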
Pin1 inh: human Pin1 inhibition; 0.009% of 390,000 active; AID 504891; Q13526; Potency, µM (highest dose often 115 µM), for the others: at the top dose activity, negative = inhibition, most hits filed as inhibitors; Pin1 FP peptide displacement, HiFluor488, 10 min; active = well fitted inhibition curve with a large enough effect in the polarisation, with a control signal flat, not every such curve was filed as active; inconclusive = small, poorly fitted or top-dose-only effect, or effect the other way, or a change in a side signal; inactive = no such curve, though single readings can be large or run the other way; the % refers to the polarisation; also: potency is read from the fitted curve at half-maximal effect; % is scaled to controls: 0 for no effect and ±100 for the full control effect
Target sequence (Q13526 whole entry, looked up): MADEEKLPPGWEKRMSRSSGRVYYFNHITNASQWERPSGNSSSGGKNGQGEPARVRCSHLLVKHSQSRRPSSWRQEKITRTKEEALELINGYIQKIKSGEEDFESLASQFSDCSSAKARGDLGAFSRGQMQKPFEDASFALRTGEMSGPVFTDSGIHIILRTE
mIDH1 inhibitor: blocks human mutant IDH1 R132H enzyme; O75874; IDH1-R132H enzyme, NADPH consumption, diaphorase/resazurin fluorescence; Potency, µM (series often up to 76.6 µM), for the others: at the highest dose activity change, negative = inhibition, actives largely listed as inhibitors; 0.093% of 390,000 active; also: potency is read from the fitted curve at half-maximal effect; % is scaled to controls: 0 for no effect and ±100 for the full control effect; nearly all actives have a fitted effect of over 65% in size
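IDH1-R132H (0.5 ug/mL dispensed) in pH 7.5 Tris buffer was preincubated 30 min with compound, then given a substrate mix of 0.016 mM NADPH and 2 mM alpha-KG for 80 min at room temperature; remaining NADPH was read by diaphorase/resazurin fluorescence.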
* hit, by the source's call; ? = inconclusive; . = no result given; [ ] = another dose, or the depositor's remark. Unless noted, calls follow the shape of the dose curve; as a rule, active = well fitted inhibition curve with a large enough effect; inconclusive = small, poorly fitted or top-dose-only effect; inactive = no such curve, though single readings can be large or run the other way. The list is partial; rates above refer to the full screens.

| entry | molecule | D2 antag | TRHR ag | D2 agonist | TrxR1 substrate | USP1 inh | rTrxR1 inhibitor | TRHR PAM | Pin1 inh | mIDH1 inhibitor |
| --- | --- | --- | --- | --- | --- | --- | --- | --- | --- | --- |
| 1 | CCN(CC)S(=O)(=O)c1cc(NC(=O)CNc2cccc(S(=O)(=O)N3CCCC3)c2)ccc1C | -4 | -0.1 | -0.5 | -6% | -8% | 13% | -7 | -1% | -29% |
| 2 | CCc1c(C)sc(NC(=O)c2ccco2)c1C#N | -10 | 1.1 | 1.8 | -2% | -2% | 9% | 0 | -1% | -9% |
| 3 | COc1cccc(N2C(=O)Nc3ccc(Br)cc3C2(O)C(=O)NCCCN(C)C)c1 (stereo unspecified) | 11 | 1.5 | 0.2 | 6% | -21% | 11% | 0 | -1% | -13% |
| 4 | O=C(Nc1ccccc1SCC1CSc2nc3ccccc3c(=O)n21)c1ccccc1Cl (stereo unspecified) | . | -1.0 | . | -4%[57.1 µM] | 1% | -11% | 4 | -2% | 1% |
| 5 | COc1cc(OC)cc(C(=O)NCC(=O)OCC(=O)NCc2ccco2)c1 | . | . | . | 3%[57.1 µM] | -1% | 0%[11.4 µM] | . | -4% | 0% |
| 6 | CN(C)S(=O)(=O)c1ccc(N2CCCC2)c(C(=O)NNC(=O)COc2cccc(F)c2)c1 | 24 | 0.1 | -0.2 | 7% | -25% | 29% | -9 | 1% | 3% |
| 7 | CCOc1ccc(OCCC(=O)OCC(=O)Nc2cc(C)nn2-c2ccccc2)cc1 | 15 | -0.3 | -0.2 | -16% | 1% | -14% | 2 | 0% | 1% |
| 8 | Cc1ccc(NC(=O)C2CCCN(S(=O)(=O)c3cccnc3)C2)cc1C (stereo unspecified) | 4 | -1.1 | -2.0 | -2% | -27% | 3% | 5 | -2% | 4% |
| 9 | Cc1ccccc1OCC(=O)N/N=C1\SCC(=O)N1Cc1ccccc1 | . | -2.0 | . | 1% | -15% | -1% | -3 | -1% | 10% |
| 10 | O=C(c1ccc(Cl)cc1)c1oc2ccccc2c1CS(=O)(=O)c1ccccc1 | -1 | 0.2 | -1.7 | -5% | -8% | -8% | 12 | 30% | 9% |
| 11 | CCN(CC)c1nc2ccccc2nc1C(=O)Nc1cccc(C(C)=O)c1 | . | -0.4 | 0.4 | -1%[57.1 µM] | -14% | -1%[57.1 µM] | -3 | -17% | 22% |
| 12 | COC(=O)[C@@]12CCCCN1[C@H](c1ccc(-c3ccc(F)cc3)cc1)[C@@H]1C(=O)N(C)C(=O)[C@@H]12 | 14 | 0.4 | -0.3 | 3%[57.1 µM] | -10% | 1%[57.1 µM] | 0 | 17% | -25% |
| 13 | S=C1NC2(CCCC2)Nc2ccccc21 | 11 | 1.0 | 1.5 | -1% | -22% | -12% | 0 | -1% | 11% |
| 14 | CCOc1cc(/C=N/O)ccc1OCc1ccc(C)cc1 | 8 | 0.3 | -0.5 | -2% | -12% | 10% | 1 | -6% | 21% |
| 15 | COc1cc(NC(=O)CSCc2ccc(Cl)cc2)c(C(=O)O)cc1OC | -7 | 0.7 | -0.9 | -2% | -25% | 3% | 2 | 5% | -5% |
| 16 | COc1ccccc1-c1c(C)nn2c(N3CCN(c4ccccc4)CC3)cc(C)nc12 | . | 0.3 | -0.5 | 7%[57.1 µM] | -15% | 36%[57.1 µM] | 23 | 3% | -17% |
| 17 | CC(C)C(=O)Nc1cccc(N2CCN(CCCN3C(=O)C4CCCCN4C3=O)CC2)c1 (stereo unspecified) | . | . | . | -1% | -11% | -2% | . | 2% | 0% |
| 18 | CCOc1ccc(-c2csc(/C(C#N)=C\c3ccc(O)c([N+](=O)[O-])c3)n2)cc1 | 5 | 0.7 | -1.8 | -5% | ? | -5% | -6 | ? | -19% |
| 19 | CC1CCc2sc3ncn4nc(C(=O)NCc5ccco5)nc4c3c2C1 (stereo unspecified) | -2 | -0.7 | 0.0 | -5% | -15% | -32% | 0 | 6% | -9% |
| 20 | COc1ccc(S(=O)(=O)n2c(CCN3CCOCC3)nc3ccccc32)cc1 | 3 | 0.5 | 0.5 | -2%[57.1 µM] | -2% | 11%[57.1 µM] | -1 | -6% | 13% |
| 21 | CC(=O)N1CCCc2cc(S(=O)(=O)NC(C(=O)NC3CCCCC3)C(C)C)ccc21 (stereo unspecified) | -26 | 0.1 | 2.9 | 1% | -3% | 16% | 4 | 0% | -5% |
| 22 | CCc1ccc(NC(=O)C2CCCN(S(=O)(=O)c3cnc[nH]3)C2)cc1 (stereo unspecified) | 5 | 0.5 | 0.9 | 7% | -16% | 12% | -2 | 2% | 9% |
| 23 | CC(=O)Nc1ccc(S(=O)(=O)NC2(C(F)(F)F)NC(=O)N(C3CCCCC3)C2=O)cc1 (stereo unspecified) | -7 | 1.6 | 1.4 | 8%[57.1 µM] | -8% | 10% | -6 | 9% | 3% |
| 24 | Cc1ccc(/C=N/NC(=O)CSc2nc3ccccc3s2)o1 | 3 | 0.8 | -1.4 | 10%[57.1 µM] | -10% | 18%[57.1 µM] | -3 | ? | 29% |
| 25 | Cc1ccnc(NS(=O)(=O)c2ccc(NC(=O)c3nc(SC(C)C)ncc3Cl)cc2)n1 | . | -0.8 | -0.2 | -1% | ? | 7% | 2 | 18% | ? |
| 26 | CC(C)(C)N(C=C(Cl)Cl)C(=O)NC1CCCCC1 | . | 0.0 | . | -7%[57.1 µM] | -22% | 10%[57.1 µM] | -3 | 15% | 1% |
| 27 | CS(=O)(=O)CCSc1ncccc1C(=O)NCc1cccs1 | 3 | 0.1 | 0.6 | 5% | -21% | 27% | 1 | -11% | 2% |
| 28 | CC1=CS(=O)(=O)CC1SC(=S)N(C)C1CCS(=O)(=O)C1 (stereo unspecified) | 2 | 0.0 | 0.6 | 3% | -23% | 1% | -2 | -1% | 3% |
| 29 | Cc1ccc(CC(=O)Nc2c(C(=O)N3CCN(c4ccccc4)CC3)oc3ccccc23)cc1 | . | -0.3 | 1.4 | -4% | -10% | 10% | -1 | -1% | -14% |
| 30 | O=C1c2sc3nc4c(c(=O)n3c2C(=O)N1c1ccccc1)CCC4 | 13 | 0.3 | 0.3 | 12% | -15% | ? | 7 | 0% | 2% |
| 31 | COCc1ccc(CN2CCC(n3nccc3NC(=O)CCCc3ccccc3)CC2)o1 | -7 | -0.6 | 0.1 | 63%[activator] | -15% | 15% | -1 | 1% | -11% |
| 32 | CN(C)CCSc1nc(-c2ccccc2)nc2c1COC(C)(C)C2 | 9 | 0.5 | -0.2 | -2% | 5% | 23% | 46* | -14% | -5% |
| 33 | COc1ccc(NC(=S)Nc2ccc(C)c(Cl)c2)cc1OC | -7 | 0.1 | -0.2 | 0% | -18% | -21% | 1 | 0% | 12% |
| 34 | Cn1c(=O)c(Cc2ccccc2)c(O)c2ccccc21 | 18 | 0.1 | 0.0 | 62%[activator] | 5% | 27% | 0 | -1% | 20% |
| 35 | CCOc1ccc(OCc2ccc(C(=O)N3N=C(C(F)F)CC3(O)C(F)F)o2)cc1 (stereo unspecified) | 19 | 0.7 | 0.6 | -12% | -13% | 28% | -3 | ? | 7% |
| 36 | O=NN(CCc1ccncc1)c1ccc(OCc2ccccc2)cc1 | 4 | -1.5 | 2.0 | -3%[57.1 µM] | -20% | 19%[57.1 µM] | 12 | ? | 3% |
| 37 | CC1CN(C(c2ccco2)c2sc3ncnn3c2O)CC(C)O1 (stereo unspecified) | 12 | -0.1 | 0.8 | 0%[57.1 µM] | -24% | -12%[57.1 µM] | -4 | 4% | 0% |
| 38 | C=CCOC(=O)C1=C[C@@H](C2CCCCC2)C[C@@H](OCc2ccc(CO)cc2)O1 | 24 | 0.2 | -0.3 | -6% | -9% | 10% | -1 | -1% | 5% |
| 39 | O=C(N/N=C/c1cccc(OC(=O)c2cccc(Br)c2)c1)c1ccncc1 | 29 | 0.7 | -0.4 | 6% | -10% | 13% | -5 | 12% | 5% |
| 40 | CCNC(=S)NC1CC2CCCC(C1)N2CCc1ccccc1 (stereo unspecified) | -21 | 0.2 | -0.2 | 7% | -23% | 16% | 2 | 3% | -2% |
| 41 | COc1ccc(N2CCN(c3ccc(N4C(=O)COCC4=O)cc3[N+](=O)[O-])CC2)cc1 | -15 | 0.4 | -1.6 | 5%[57.1 µM] | -1% | 2%[57.1 µM] | -2 | -1% | 3% |
| 42 | Cc1ccc(S(=O)(=O)CC(=O)Nc2sc3c(c2C#N)CCCCC3)cc1 | . | 0.3 | -1.7 | -6%[57.1 µM] | 0% | 16%[57.1 µM] | 6 | -6% | -21% |
| 43 | Cc1ccc(OCc2nc(-c3ccc(Cl)cc3)n[nH]2)cc1 | -14 | 0.3 | 0.2 | 2% | -2% | 7% | 2 | 3% | 0% |
| 44 | CCc1cccc(C)c1NS(=O)(=O)c1ccc2c(c1)NC(=O)C(C)C(=O)N2 (stereo unspecified) | . | 0.3 | -1.4 | 6%[57.1 µM] | -12% | 20%[57.1 µM] | 5 | 1% | -4% |
| 45 | CCCCn1c(O)c(N=NC(=O)c2ccccc2NS(=O)(=O)c2cccs2)c2ccccc21 | -8 | 0.4 | -0.9 | -9% | -5% | -13% | 8 | -5% | 1% |
| 46 | O=C(COC(=O)c1ccccc1NC(=O)c1ccccc1)c1cccc([N+](=O)[O-])c1 | . | 0.4 | . | -8% | -6% | -12% | -1 | -3% | 6% |
| 47 | O=C(Nc1ccccc1)NC1CC2CCC(C1)N2Cc1nnnn1Cc1ccc2c(c1)OCO2 (stereo unspecified) | 10 | -0.5 | -1.3 | -3% | -6% | 7% | -6 | -7% | 1% |
| 48 | COc1ccc(NS(=O)(=O)c2cc(NC(=O)CCc3ccccc3)ccc2N2CCOCC2)cc1 | . | . | . | -10% | -13% | 2% | . | 12% | 8% |
| 49 | O=C(Nc1ccc(Oc2ccccc2)cc1)C1CCN(S(=O)(=O)c2ccccc2)CC1 | . | -0.2 | -1.2 | 4% | -13% | 15% | 4 | ? | -4% |
